PAD4 FP inh = human PAD4 inhibitors, primary screen, biochemical, fluorescence polarization, 1536-well format; Protein-arginine deiminase type-4 (Homo sapiens), Q9UM07; recombinant PAD4, RCA probe fluorescence polarization; inhibition, % at 6.36 µM; hit rate 0.41% among 330,000;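 active = percent inhibition above a cutoff equal to the mean of all tested compounds plus 3 SD, cut at about 15% in these data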;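 also: 0% = PAD4 with RCA probe and DMSO and 100% = probe without PAD4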
Target sequence (Q9UM07 whole entry, looked up): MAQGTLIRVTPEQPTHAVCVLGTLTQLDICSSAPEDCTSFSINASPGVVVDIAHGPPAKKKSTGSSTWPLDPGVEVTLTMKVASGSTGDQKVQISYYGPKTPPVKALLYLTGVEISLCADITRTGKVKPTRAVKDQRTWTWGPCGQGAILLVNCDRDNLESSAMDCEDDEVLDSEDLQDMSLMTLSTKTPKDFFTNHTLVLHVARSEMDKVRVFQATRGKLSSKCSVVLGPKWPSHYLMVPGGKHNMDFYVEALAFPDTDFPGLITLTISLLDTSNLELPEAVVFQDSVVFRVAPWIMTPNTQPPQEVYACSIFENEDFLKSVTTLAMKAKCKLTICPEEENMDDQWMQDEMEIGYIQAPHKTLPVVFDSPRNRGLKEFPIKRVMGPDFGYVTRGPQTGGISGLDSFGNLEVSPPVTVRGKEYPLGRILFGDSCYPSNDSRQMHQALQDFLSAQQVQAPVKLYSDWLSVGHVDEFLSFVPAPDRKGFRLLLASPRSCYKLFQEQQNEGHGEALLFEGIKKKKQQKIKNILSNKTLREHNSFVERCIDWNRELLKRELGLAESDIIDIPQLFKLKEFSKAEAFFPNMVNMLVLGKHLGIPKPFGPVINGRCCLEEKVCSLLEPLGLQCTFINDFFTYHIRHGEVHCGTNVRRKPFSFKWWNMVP
PAFAH1B3 inh = PAFAH1B3 enzyme inhibitors, primary screen, biochemical, fluorescence polarization, human; recombinant PAFAH1B3, FP-rhodamine probe; Platelet-activating factor acetylhydrolase IB subunit alpha1 (Homo sapiens), Q15102; inhibition, % at 3.39 µM; hit rate 0.28% among 340,000;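 active = inhibition above the screen-wide average of all tested compounds plus 3 SD, cut at about 25% in these data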;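 also: 0% = enzyme with DMSO only and 100% = wells lacking PAFAH1B3 protein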
PAFAH2 inh = PAFAH2 enzyme inhibitors, primary screen, biochemical, fluorescence polarization, human; recombinant PAFAH2, FP-rhodamine activity probe; inhibition, % at 3.39 µM; hit rate 0.99% among 340,000; AID 492956, 2010;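 active = inhibition above the mean over all tested compounds plus 3 SD, cut at about 30% in these data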;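 also: inhibitors block probe labeling of enzyme so polarization drops; 0% = enzyme with DMSO and 100% = wells lacking PAFAH2 protein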
GSTO1 counter = inhibitors of recombinant GSTO1, primary screen, counter-screen for RBBP9 inhibitor project, biochemical, fluorescence polarization; Glutathione S-transferase omega-1 (Homo sapiens), P78417; activity-based probe fluorescence polarization; inhibition, % at 5.96 µM; hit rate 1.1% among 300,000; AID 1974, 2009;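 active = inhibition above the campaign mean inhibition plus 3 SD, cut at about 35% in these data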;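 also: 0% = GSTO1-1 with DMSO and 100% = wells lacking GSTO1-1 enzyme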
PME-1 primary = PME-1 inhibitors via competitive probe labeling, primary screen, biochemical, fluorescence polarization, FP-Rh probe, HTS | AID 2130, 2009 | hit rate 0.53% among 320,000 | recombinant PME-1 | inhibition, % at 5.9 µM;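 active = inhibition above the campaign mean of all compounds plus 3 SD, cut at about 26% in these data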;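 also: competitive labeling of PME-1 active site by serine hydrolase directed probe; 0% = PME-1 with DMSO and 100% = wells lacking PME-1 enzyme; inhibitors block probe labeling so polarization falls and inhibition rises; many of its hits are not listed in these tables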
LYPLA1 inh = LYPLA1 inhibitors, primary screen, counter-screen for PME1 inhibitor project, biochemical, fluorescence polarization, FP-Rh probe ABPP. Acyl-protein thioesterase 1 (Homo sapiens), O75608. inhibition, % at 5.9 µM. hit rate 0.16% among 320,000. recombinant LYPLA1;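 active = inhibition above the mean of all tested compounds plus 3 SD, set per campaign, cut at about 14% in these data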;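 also: inhibitors block serine hydrolase probe labeling of LYPLA1 so polarization falls; 0% = enzyme with DMSO and 100% = wells lacking LYPLA1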
PAFAH1B2 FP inh = PAFAH1B2 enzyme inhibitors, primary screen, biochemical, fluorescence polarization, human | Platelet-activating factor acetylhydrolase IB subunit alpha2 (Homo sapiens), P68402 | recombinant PAFAH1B2, FP-rhodamine activity probe | inhibition, % at 3.39 µM | hit rate 1.2% among 340,000 | AID 492953, 2010;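 active = inhibition above the mean of all tested compounds plus 3 SD, cut at about 24% in these data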;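 also: 0% = enzyme with DMSO and 100% = wells lacking PAFAH1B2; many of its hits are not listed in these tables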
Target sequence (P68402 whole entry, looked up): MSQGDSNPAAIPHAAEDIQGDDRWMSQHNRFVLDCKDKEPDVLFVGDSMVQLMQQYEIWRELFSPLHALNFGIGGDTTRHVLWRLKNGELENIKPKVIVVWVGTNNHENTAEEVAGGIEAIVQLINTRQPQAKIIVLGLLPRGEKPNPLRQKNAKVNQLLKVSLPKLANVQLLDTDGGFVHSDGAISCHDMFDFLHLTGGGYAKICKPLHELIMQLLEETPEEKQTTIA
Fam108B counter = mouse Fam108B serine hydrolase inhibitors, primary screen, counter-screen for RBBP9 inhibitor project, biochemical, fluorescence polarization; hit rate 0.33% among 300,000; inhibition, % at 9.51 µM; AID 1947, 2009; recombinant Fam108B, FP-Rh probe fluorescence polarization;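 active = inhibition above the screen mean inhibition plus 3 SD, computed separately per campaign, cut at about 18% in these data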;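 also: inhibitors lower polarization as less probe binds the enzyme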
pPAFAH inh = pPAFAH enzyme inhibitors, primary screen, biochemical, fluorescence polarization, human | Platelet-activating factor acetylhydrolase (Homo sapiens), Q13093 | inhibition, % at 3.39 µM | AID 463082, 2010 | hit rate 1.5% among 330,000 | recombinant pPAFAH, FP-rhodamine probe fluorescence polarization;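 active = inhibition above the mean inhibition across the screen plus 3 SD, cut at about 25% in these data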;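 also: inhibitors block binding of the rhodamine activity-based probe so polarization drops; 0% = enzyme with DMSO and 100% = wells lacking pPAFAH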
Starred values were filed as active, the others as inactive; · = no result given. Only part of the results is shown; the hit share may differ from the screen's.

#	Structure	PAD4 FP inh	PAFAH1B3 inh	PAFAH2 inh	GSTO1 counter	PME-1 primary	LYPLA1 inh	PAFAH1B2 FP inh	Fam108B counter	pPAFAH inh
1	O=C(Nc1ccc2c(c1)OCO2)c1ccc(Cl)cc1Cl	-4	7	-16	2	6	3	3	1	2
2	CC(=O)N1CCN(C(=O)c2ccccc2NS(=O)(=O)c2ccc(F)cc2)CC1	1	12	2	·	0	-3	3	·	2
3	O=C(C1CCCO1)N(c1cccc(Cl)c1)C1C=CS(=O)(=O)C1 (centres undefined)	1	0	3	2	-4	-4	-3	-6	3
4	CCCN(CCC)C(C(=O)Nc1cccc(OC)c1)c1ccccc1 (centres undefined)	-1	2	-1	-1	0	-7	4	-2	3
5	O=C(Oc1ccc(N2C(=O)C3C4CCC(C4)C3C2=O)cc1)c1ccco1 (centres undefined)	-6	0	-3	-2	5	2	-3	-3	4
6	O=C(O)C1C2C=CC(C3CC23)C1C(=O)N1CCc2ccccc21 (centres undefined)	-10	-8	9	-3	0	0	0	2	3
7	CC(=O)c1c[nH]c(C(=O)NC2CCCCCC2)c1	-7	15	1	-1	1	-2	8	3	5
8	CCN(CC(=O)Nc1c(F)cccc1F)C(=O)c1cnc(C)cn1	2	-1	1	·	-4	-1	0	·	-1
9	CCCC(c1nnnn1C(C)(C)C)N1CCN(Cc2ccccc2)CC1 (centres undefined)	-6	1	4	6	-6	0	2	4	5
10	Cc1cccc(-n2c(=O)c3c(C)c(C)sc3n(CC(N)=O)c2=O)c1	4	6	3	7	1	3	5	-4	4
11	Cc1ccc(-c2c3c(=O)n(C)c(=O)n(C)c3cn2-n2cnnc2)cc1	-6	-1	6	7	6	0	0	3	4
12	CCN(CC)Cc1cc(C(C)=O)ccc1O	-1	2	3	-5	-4	2	1	-4	1
13	Cc1ccc(NC(=S)Nc2ccc3[nH]c(=O)[nH]c3c2)cc1C	-3	-5	0	0	-3	-3	2	2	4
14	Oc1ccc(Br)cc1/C=N/Nc1nc(N2CCCCC2)nc(N2CCOCC2)n1	-3	·	·	1	1	-4	·	-4	2
15	COC(=O)N1C(=O)[C@@](c2ccc(OC)cc2)(C(C)C)N1C(=O)OC	-2	-4	13	0	5	2	5	4	-1
16	CC(Sc1nc2c(c(=O)[nH]1)CCCC2)C(=O)Nc1ccc(Br)cn1 (centres undefined)	-1	7	-11	0	-7	-1	10	-1	-3
17	O=C(O)c1cccc2c1C(=O)c1ccc(-c3ccc(F)cc3F)cc1S2(=O)=O	-5	11	-6	·	-2	0	0	·	6
18	CCCCN(C(=O)c1ccc(-c2ccc([N+](=O)[O-])cc2)o1)c1c(N)n(CCCC)c(=O)[nH]c1=O	-4	4	-1	-1	-7	-5	2	-6	-1
19	O=C(N/C(=C\c1ccc([N+](=O)[O-])cc1)C(=O)N1CCOCC1)c1cccc(Br)c1	-3	2	5	1	0	-1	3	0	2
20	O=C(N1CCOCC1)N(Cc1cccs1)C1CCCC1	0	1	-3	0	3	3	7	2	-2
21	O=C(NCc1cccc(C(F)(F)F)c1)C1CCN(c2ncccn2)CC1	1	-3	3	10	9	0	-3	0	2
22	CCOc1cccc(-c2cc(-c3n[nH]c(=S)n3CC)c3ccccc3n2)c1	8	3	8	-7	5	0	0	3	1
23	O=C(NN1C(=O)c2ccccc2C1=O)c1ccc2c(c1)C(=O)N(CC1CCCO1)C2=O (centres undefined)	-3	2	1	-2	-4	-1	-1	-2	0
24	Cc1cccnc1NC(=O)Cn1nc([N+](=O)[O-])cc1C	-12	2	-1	15	-1	-1	3	1	1
25	COc1cccc(C(CNC(=O)C(c2ccccc2)c2ccccc2)N(C)C)c1 (centres undefined)	0	-4	11	3	2	-2	4	-3	5
26	CC(=O)Nc1ccc(S(=O)(=O)NCC(=O)NNC(=O)COc2c(C)cccc2C)cc1	-4	6	7	·	·	·	6	·	3
27	CC(C)C(OC(=O)c1cccs1)C(=O)NCc1ccccc1 (centres undefined)	-5	4	-2	4	-2	-2	-3	-2	5
28	Cc1cccc(N2C(=O)C(Oc3ccc(Cl)cc3Cl)C2C(=O)O)c1C (centres undefined)	4	4	-5	3	-6	-2	6	3	-2
29	Cc1cc(C)n(CC(=O)NCc2ccccc2)c(=O)c1C#N	3	1	4	1	-1	2	4	3	5
30	CN(Cc1ccccc1)C(=O)c1cccc(C(=O)N(C)Cc2ccccc2)c1	-2	8	-9	3	-7	-5	3	-5	3
31	Cc1cc2cc(CNC(=O)c3ccc(S(=O)(=O)N4CCCCC4)cc3)ccc2[nH]1	-9	15	23	-3	3	3	2	4	4
32	COc1ccc(CCN2CC(C(=O)Nc3ccc(S(C)(=O)=O)cc3)CC2=O)cc1OC (centres undefined)	-1	4	1	0	-2	-1	1	3	2
33	COc1ccc(S(=O)(=O)NCCCN2CCOCC2)c2ccccc12	0	9	-4	-5	-3	0	2	5	-9
34	CCOC(=O)c1c(C)[nH]c(C)c1S(=O)(=O)N(C)CC(=O)N1CCN(c2ccc(OC)cc2)CC1	-7	-1	1	-5	2	-2	2	2	2
35	CCOC(=O)C1CCN(C(=O)c2c(-c3ccccc3)noc2C)CC1	3	7	-1	0	-2	1	2	0	0
36	CC(Oc1ccccc1)C(=O)N1CCN=C1SCc1cccc(F)c1 (centres undefined)	2	2	1	-3	1	0	7	-4	0
37	CC(CN1CCCCC1)OC(=O)c1ccc(Cl)cc1Cl (centres undefined)	-6	7	-1	-9	-3	2	0	-1	3
38	CC(C)(C)NC(=O)CN(C(=O)CCC(=O)Nc1nccs1)c1ccc2c(c1)OCCO2	4	2	1	1	5	1	3	0	4
39	COc1ccc(-n2c(=S)[nH]c3ncccc3c2=O)cc1	0	1	5	-1	0	1	2	1	-2
40	O=C1CSC(c2ccccc2)N1Cc1ccccc1 (centres undefined)	0	1	-2	-4	6	3	19	0	-1
41	O=C(CN1C(=O)/C(=C/c2cccc(Br)c2)SC1=S)NC1=NCCS1	-9	-346	-309	-105	-162	-72	-204	-229	7
42	CCNC(=O)Nc1ccc(-n2nc(C)c(C(=O)OCC)c2C)nc1	1	4	-2	6	-3	1	2	1	0
43	Cc1cc2cc(C)c(NCCNC(=O)c3ccccc3Cl)nc2cc1C	-2	-2	-3	1	10	-1	8	3	1
44	Cc1cc(C)cc(C(=O)O/N=C(\N)c2ccc(Br)cc2)c1	-5	6	-4	-4	-4	1	3	0	11
45	Cn1c(Nn2cnnc2)nc2ccccc21	-2	0	3	4	0	-4	5	-3	2
46	Cc1ccc(S(=O)(=O)N2CCCCC2)cc1C(=O)NCCN1CCOCC1	0	6	1	·	1	1	2	·	-1
47	CCCOc1ccc(/C(O)=C2/C(=O)C(=O)N(CCN(C)C)C2c2ccco2)cc1 (centres undefined)	0	6	5	11	-1	1	1	-3	1
48	COc1ccc2c(C)nc(N/C(N)=N/S(=O)(=O)c3ccc(C)cc3)nc2c1	2	5	-1	-4	-2	-2	8	-2	-8
49	O=C(CNC(=O)c1cccc([N+](=O)[O-])c1)OCCCC(=O)c1ccc(F)cc1	2	6	7	·	·	·	10	·	0
50	COc1ccc(C)cc1NC(=O)CN1C(=O)C2CC=CCC2C1=O (centres undefined)	0	5	3	·	1	3	6	·	0
51	COC(=O)N/N=C/c1ccc(OS(=O)(=O)c2ccc(C)cc2)c(OC)c1	-1	-6	1	-3	2	-3	0	0	4
52	CCCc1[nH]n(-c2nc3ccccc3s2)c(=O)c1C=NCC1CCCO1 (centres undefined)	3	1	3	-31	-11	-2	4	-4	8
53	O=[N+]([O-])c1ccc2c(c1)/C(=N\O)c1ccccc1-2	0	-16	-13	1	-15	-7	-4	-10	-1
54	CCc1ccc2nc(NC(=O)C3CSC4(C)CCC(=O)N34)sc2c1 (centres undefined)	1	1	-5	-9	-3	-1	4	-6	8
55	O=C(NCCC1CCCC1)C1CCC(=O)N(CCCN2CCCC2=O)C1 (centres undefined)	-5	-3	1	-1	4	6	5	-4	-3
56	Cc1nc2ccc(CCO)cc2s1	5	5	-1	5	-3	-6	-4	-3	-4
57	Fc1cccc(NC(=S)NNc2ccccc2)c1	-1	-1	3	31	-2	2	6	1	13
58	O=C(Cc1csc(Nc2nc(=S)[nH]c3ccccc23)n1)NCc1ccc(Cl)cc1	4	-3	-2	1	4	1	1	0	6
59	CCOC(=O)C(=CNc1cc(C)nn1-c1ccc(C)cc1)C(=O)OCC	0	2	-9	3	3	-1	1	-2	4
60	O=C(O)C1CCCN1S(=O)(=O)c1cc(Cl)ccc1Cl (centres undefined)	1	5	6	4	5	2	2	4	5

Additional results:
#	Structure	PAD4 FP inh	PAFAH1B3 inh	PAFAH2 inh	GSTO1 counter	PME-1 primary	LYPLA1 inh	PAFAH1B2 FP inh	Fam108B counter	pPAFAH inh
61	COc1ccccc1-c1ccc(/C=C2\C=CC(=O)O2)o1	-3	·	·	4	5	2	·	0	26*
62	O=C(CS(=O)CC(=O)Nc1cnc2ccccc2c1)Nc1ccc(Cl)cc1 (centres undefined)	0	5	6	6	-6	-6	20	-2	6
63	O=C(O)C1CCCCC1C(=O)Nc1ccc(F)cc1F (centres undefined)	-7	11	-9	6	-2	5	-2	4	5
64	O=C(Nc1cccc(NC(=O)c2cccs2)c1)c1ccc(Br)cc1	-7	-3	-3	-22	-12	-5	-3	-7	0
65	Cc1ccc2cc(C#N)c(NCc3ccccc3)nc2c1	3	-1	-5	-6	-5	-4	0	1	4
66	CC1CCN(C(=O)COC(=O)/C=C/c2ccc([N+](=O)[O-])cc2)CC1	5	6	28	·	·	·	6	·	7
67	Oc1ccc(Br)cc1/C=N/n1c(C2CCCCC2)n[nH]c1=S	-5	8	11	7	9	-1	4	-5	5
68	CC1(C)COC(c2cccn2Cc2ccccc2Cl)=N1	-4	15	15	-4	-8	3	8	-5	3
69	O=C(C1CC(=O)N(c2ccc(F)cc2)C1)N1CCC(c2nc3ccccc3[nH]2)CC1 (centres undefined)	0	13	5	-2	7	0	0	6	2
70	CCc1ccc(C(=O)c2oc3nc(C)cc(C)c3c2N)cc1	-5	2	2	-1	12	1	4	3	-1
71	CC(NC(=O)C1CCCN(S(=O)(=O)c2cccs2)C1)c1ccccc1 (centres undefined)	4	1	7	6	-2	1	11	0	6
72	O=C(COC(=O)c1nc(Cl)c(Cl)c(Cl)c1Cl)NCc1ccccc1	6	2	-4	·	3	0	-1	·	5
73	CCN1C(=O)S/C(=C/c2ccsc2)C1=O	7	0	-1	4	1	2	3	-3	1
74	CCOC(=O)C1CCCN(c2c(NCCc3ccc(S(N)(=O)=O)cc3)c(=O)c2=O)C1 (centres undefined)	0	5	0	0	4	-2	2	0	-3
75	COCCCNC(=O)CCc1c(C)c2cc3c(C)coc3cc2oc1=O	-4	5	-2	0	1	-4	2	1	1
76	Cc1cc(Br)ccc1NC(=O)CN(C)C(=O)c1cc([N+](=O)[O-])ccc1N1CCOCC1	-1	2	0	-6	3	3	-3	-5	-2

Compound activity deposited in PubChem BioAssay by The Scripps Research Institute Molecular Screening Center.
